Screening results (PubChem BioAssay)
mIAP inh: inhibitors of mouse IAP, primary screen, biochemical, luminescence, uHTS. inhibition, % at 10 µM. purified mouse IAP, CDP-Star luminescence, 30 min. 330,000 compounds, 0.2% hits. AID 2806, 2010;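 active means inhibition of at least 40% at 10 µM in the primary screen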;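 further: plate controls were DMSO with enzyme for no effect and no enzyme wells for full effect; values of inactives mirror those of a sister screen read the other way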
MIN6 prolif: inducers of MIN6 beta-cell proliferation, primary screen, ATP luminescence, uHTS | MIN6 cells proliferation, ATPlite luminescence, 48 h; cells starved in 0.2% serum; 100% = growth in 10% serum | proliferation, % at 10 µM | 330,000 compounds, 0.29% hits | AID 2380, 2010;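 active means compounds whose signal lies at least 3.5 SD above the mean of all wells on their plate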;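 further: 0% = DMSO-treated cells in low-serum medium and 100% = 10% serum control; some compounds called inactive have numbers as strong as hits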
ATG4B inhibitor: ATG4B protease inhibitors, primary screen, biochemical, fluorescence, uHTS; inhibition, % at 8.33 µM; 340,000 compounds, 0.51% hits; Cysteine protease ATG4B (Homo sapiens), Q9Y4P1; AID 504462, 2011; ATG4B cleavage of LC3-PLA2, NBD-HPC fluorescence, 1 h; in the data active means inhibition above about 40%
Target sequence (Q9Y4P1 whole entry, looked up): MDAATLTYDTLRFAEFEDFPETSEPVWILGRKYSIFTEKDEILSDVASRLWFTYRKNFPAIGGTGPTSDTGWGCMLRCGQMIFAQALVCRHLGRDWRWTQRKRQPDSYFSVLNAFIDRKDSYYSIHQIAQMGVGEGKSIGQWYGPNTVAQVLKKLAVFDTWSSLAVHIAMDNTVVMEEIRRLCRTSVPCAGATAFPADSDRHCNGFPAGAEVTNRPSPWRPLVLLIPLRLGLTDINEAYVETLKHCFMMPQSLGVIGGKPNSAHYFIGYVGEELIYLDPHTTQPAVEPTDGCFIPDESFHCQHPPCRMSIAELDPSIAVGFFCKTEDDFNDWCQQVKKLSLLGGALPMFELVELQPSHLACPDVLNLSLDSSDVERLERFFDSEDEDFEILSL
MPTP inh: mitochondrial permeability transition pore inhibitors, primary screen, biochemical, isolated mouse mitochondria, absorbance. inhibition, % at 10 µM. AID 602449, 2012. 360,000 compounds, 1.4% hits. Ca2+ swelling absorbance, 30 min;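 active means inhibition of 50% or more, scaled per plate between neutral and stimulator controls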;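 further: 0% = DMSO wells given calcium and 100% = 1 mM EGTA wells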
mIAP act: activators of mouse IAP, primary screen, biochemical, luminescence, uHTS; muIAP, CDP-Star luminescence, 30 min; hits give high values; 1 = vehicle-only enzyme signal, 0 = enzyme-free wells; activation factor at 10 µM; 330,000 compounds, 0.24% hits;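 active means activation factor of at least 2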; further: the source names both 10 and 20 µM as test concentration; values of inactives mirror those of a sister screen read the other way
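Assay system: mouse IAP enzyme; Reagent: CDP-Star chemiluminescent phosphatase substrate; Compound: DMSO-dissolved test compounds; Incubation: 30 min, room temperature; Technique: luminescence from enzymatic CDP-Star hydrolysis; Controls: DMSO-only wells and no-enzyme negative control.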
APOBEC3G inh: APOBEC3G DNA deaminase inhibitors, primary screen, biochemical, fluorescence, single-stranded DNA substrate, uHTS; DNA dC->dU-editing enzyme APOBEC-3G (Homo sapiens), Q9HC16; recombinant A3G, ssDNA deamination FAM/TAMRA fluorescence; inhibition, % at 20 µM; 330,000 compounds, 0.28% hits;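 active means inhibition of at least 40% at 20 µM, with no more than 30% in the related APOBEC3A deaminase screen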;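 further: plate controls were DMSO wells with A3G for no effect and wells lacking A3G enzyme for full effect; some compounds called inactive have numbers as strong as hits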
Target sequence (Q9HC16 whole entry, looked up): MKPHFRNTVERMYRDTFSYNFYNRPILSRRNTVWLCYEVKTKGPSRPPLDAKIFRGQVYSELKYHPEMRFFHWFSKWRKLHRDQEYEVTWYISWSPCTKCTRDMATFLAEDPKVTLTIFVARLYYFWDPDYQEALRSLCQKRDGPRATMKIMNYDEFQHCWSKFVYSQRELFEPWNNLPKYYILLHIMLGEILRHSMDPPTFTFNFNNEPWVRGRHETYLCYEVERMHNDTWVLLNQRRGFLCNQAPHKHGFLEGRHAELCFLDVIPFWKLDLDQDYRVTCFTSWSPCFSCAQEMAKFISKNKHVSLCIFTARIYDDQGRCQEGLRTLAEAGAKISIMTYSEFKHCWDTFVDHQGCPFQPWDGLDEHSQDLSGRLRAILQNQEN
hIAP activ: human IAP activators, primary screen, biochemical, luminescence, uHTS | Intestinal-type alkaline phosphatase (Homo sapiens), P09923 | purified human IAP, CDP-Star luminescence, 30 min; hits give high values; 1 = vehicle-only enzyme, 0 = enzyme-free background | activation factor at 10 µM | 330,000 compounds, 0.16% hits | AID 2524, 2010;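 active means activation factor of the enzyme at least 2-fold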; further: the source names both 10 and 20 µM as test concentration; values of inactives mirror those of a sister screen read the other way
APOBEC3A inh: APOBEC3A ssDNA deaminase inhibitors, primary screen, selectivity assay for APOBEC3G inhibitor project, biochemical, FAM/TAMRA oligo cleavage fluorescence | recombinant A3A, FAM/TAMRA ssDNA deamination fluorescence | inhibition, % at 20 µM | 330,000 compounds, 0.41% hits | AID 493011, 2011;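 active means at least 40% inhibition at 20 µM here, with at most 30% in a related deaminase screen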;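 further: plate controls were A3A with DMSO for no effect and wells lacking A3A enzyme for full effect; some results filed as inactive read as strong as hits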
Target sequence (P31941 whole entry, looked up): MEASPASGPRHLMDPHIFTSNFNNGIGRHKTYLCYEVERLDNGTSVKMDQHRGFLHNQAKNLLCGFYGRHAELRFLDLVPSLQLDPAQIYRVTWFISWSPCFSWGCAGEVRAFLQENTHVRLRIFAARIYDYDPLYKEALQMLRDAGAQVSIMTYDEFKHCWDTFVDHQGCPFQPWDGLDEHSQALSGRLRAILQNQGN
hIAP block: human IAP inhibitors, primary screen, biochemical, luminescence, uHTS; inhibition, % at 10 µM; AID 2544, 2010; Intestinal-type alkaline phosphatase (Homo sapiens), P09923; purified IAP, CDP-Star luminescence, 30 min; 330,000 compounds, 0.12% hits;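 active means inhibition reaching a set limit with compound at 10 µM in the primary screen, cut at about 35% in these data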;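 further: plate controls were DMSO wells with enzyme for no effect and no-enzyme buffer wells for full effect; values of inactives mirror those of a sister screen read the other way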
Numbers without * were called inactive; x = no result given.

SMILES	mIAP inh	MIN6 prolif	ATG4B inhibitor	MPTP inh	mIAP act	APOBEC3G inh	hIAP activ	APOBEC3A inh	hIAP block
Cc1ccc(C(=O)OCC(=O)c2c[nH]c3ccccc23)cc1S(=O)(=O)N1CCOCC1	-8	-3	-3	0.6	1.1	-7	1.1	0	-13
CC[C@]12c3[nH]c4cc(-c5ccco5)ccc4c3CCN1C(=O)[C@@H](CC(=O)NCc1ccc(OC)c(OC)c1)C[C@@H]2C(=O)N1CCN(C(=O)c2ccco2)CC1	-8	x	-12	2.3	1.1	26	x	-1	x
Cn1cnnc1SCCNS(=O)(=O)c1ccccc1	0	1	-7	3.2	1	1	0.89	6	11
COc1ccc(S(=O)(=O)Nc2ccccc2)cc1OC	-10	2	-10	1.1	1.1	-3	1.1	-2	-10
O=S(=O)(NC1CCSc2ccccc21)c1ccc(Cl)nc1 (stereo not given)	-3	-4	1	0.7	1	-4	0.95	0	5
Cc1cc(C)c2cc(CN(Cc3nnnn3C3CCCCC3)CC3CCCO3)c(=O)[nH]c2c1 (stereo not given)	6	-3	-25	1.2	0.94	-1	1	-7	-3
O=C(CSc1ccc2nnc(-c3ccccn3)n2n1)Nc1ccc(F)cc1	0	-1	4	-0.4	0.99	-8	1	-4	0
Cc1ccc(C(=O)N/C(=C/C=C/c2ccccc2)C(=O)NCc2ccco2)cc1	4	-3	-1	3.3	0.96	-7	0.94	-16	6
O=C(O)c1cc([N+](=O)[O-])cc2c1C=Cc1ccccc1O2	9	0	13	-0.7	0.91	0	0.91	18	9
O=C(O)c1cc(-c2ccccc2)nc2nc(N3CCCCC3)sc12	11	-4	x	x	0.89	-8	0.88	-3	12
Cc1cc(C(=O)NCc2ccccc2)no1	7	-1	9	-0.4	0.93	-4	0.97	1	3
COc1ccc(C2CC(=O)N3CN(Cc4ccco4)CSC3=C2C#N)cc1 (stereo not given)	17	-2	-1	2.4	0.83	-3	0.97	-1	3
CC(=O)N[C@@H](C)c1nc2ccccc2n1CCNC(=O)[C@H]1CCCN1c1nc(CN2CCCCC2)cs1	-7	-5	x	x	1.1	6	0.89	5	11
Cc1ccc([N+](=O)[O-])cc1S(=O)(=O)N1CCCCC1C(=O)O (stereo not given)	-7	-2	-21	0.8	1.1	-2	1.1	2	-6
Cc1cccc(CSc2ncccc2C(=O)O)c1	5	0	2	1.2	0.95	2	0.95	0	5
COc1ccc2[nH]cc(CCNC(=O)Nc3ccccc3)c2c1	-20	-4	-11	1.1	1.2	-4	0.98	1	2
COc1ccc(S(=O)(=O)NCC(=O)O)cc1C(=O)NC1CCCCC1	-2	0	6	-0.1	1	-4	0.79	-3	22
CCSc1nc(-c2ccccc2)c(C#N)c(=O)[nH]1	-2	-1	0	3.1	1	-4	0.97	-3	3
COc1ccc2nc3c(cc2c1)c(NC(=O)CC(C)C)nn3CC(C)C	-92	0	5	0.9	1.9	-5	1.4	4	-38
O=S(=O)(c1cnc(Cl)c(Cl)c1)N1CCN(c2ncccn2)CC1	11	-5	3	1.6	0.89	-5	0.95	1	5
C=CCSc1nc2c(c(=O)[nH]c(=O)n2C)n1C(C)C	19	-3	-1	0.2	0.81	21	0.71	0	29
CCOC(=O)Cn1nc(-c2ccc(F)cc2)cc(Cc2ccccc2)c1=O	1	0	-8	1.9	0.99	-4	0.89	-1	11
CCOC(=O)N1CCN(c2c(NCc3ccccn3)c(=O)c2=O)CC1	4	0	2	-1.2	0.96	-5	0.83	0	17
COc1ccccc1-c1c(C)nn2c(N3CCC(C)CC3)cc(C)nc12	9	-3	-2	1.4	0.91	-3	1.1	-6	-10
O=C1c2nccnc2C(=O)N1c1ccc(C(F)(F)F)cc1	-14	1	-3	-2.9	1.1	-4	1.1	-5	-15

Next section:
SMILES	mIAP inh	MIN6 prolif	ATG4B inhibitor	MPTP inh	mIAP act	APOBEC3G inh	hIAP activ	APOBEC3A inh	hIAP block
Cn1c(=O)c2c(ncn2CC(=O)N2CCCc3ccccc32)n(C)c1=O	-11	0	-3	-2.0	1.1	-7	0.91	-3	9
CCOc1ccc(S(=O)(=O)N2CCC(C(=O)NCCc3ccc(OC)c(OC)c3)CC2)cc1	-7	-1	-6	-0.7	1.1	-1	1.1	2	-7
CCOc1ccc2nc(COC(=O)c3cccc([N+](=O)[O-])c3)c(C(C)=O)[n+]([O-])c2c1	5	0	-7	-1.0	0.95	-11	0.98	-4	2
c1ccc(-n2nnnc2SCc2cn3cccnc3n2)cc1	-8	0	-1	-3.8	1.1	1	1.1	4	-11
CCOC(=O)c1ccc(NC(=O)CCNc2c(N3CCCC3)c(=O)c2=O)cc1	0	-1	8	-0.3	1	3	1.1	-5	-12
CCOC(=O)c1cnc2c(c(C)nn2C)c1Oc1cc(Cl)cc(Cl)c1	14	-3	-3	1.8	0.86	-5	0.79	-2	21
COc1ccc(Cl)c2sc(N(Cc3cccnc3)C(C)=O)nc12	6	1	-1	-0.1	0.94	-4	1.2	-1	-22
N#C/C(=C\c1ccc(OCc2cccc(C(=O)O)c2)cc1)C(=O)NCc1ccco1	-5	-3	-2	1.2	1	-2	0.98	3	2
CNc1[nH]c(=O)[nH]c(=O)c1N=Nc1cc(Cl)ccc1Cl	6	-3	2	2.1	0.94	-1	1.1	0	-6
COc1ccccc1C1N(c2cc(Cl)ccc2OC)C(=O)C2CCCN21 (stereo not given)	12	1	0	-1.2	0.88	-7	1.1	-2	-11
CSCCC(NC(=O)c1ccc(Cl)cc1Cl)C(=O)NNC(=O)c1ccncc1 (stereo not given)	-1	1	-7	0.1	1	-4	1	-3	0
CSc1nsc(N/N=C/c2ccccc2)c1C#N	6	-1	-17	7.3	0.94	-8	0.95	-1	4
CSc1nc2ccc3nc(NC(=O)C4COc5ccccc5O4)sc3c2s1 (stereo not given)	8	-6	-14	1.4	0.92	-7	0.92	1	8
CCc1ccc(C(=O)Cn2cnc3cc([N+](=O)[O-])ccc3c2=O)cc1	5	-3	-3	0.1	0.95	-7	0.97	-9	3
Nc1ccc(SCc2nc3cccc4c3n2CCC4)cc1	1	-2	-3	-0.2	0.99	-6	1.1	-4	-14
Cc1ccnc(SCC(=O)NC2CCCCCC2)n1	5	1	2	-1.2	0.95	-1	1	0	-2
CC(NC(=O)COC(=O)c1ccc(Br)o1)c1ccccc1 (stereo not given)	-7	3	5	0.6	1.1	0	1.1	-1	-13
Cc1ccc(-c2cc(N)on2)cc1	0	1	-7	-0.9	0.99	-10	1	-4	-2
OC(COCc1ccco1)CN1CCN(C(c2ccccc2)c2ccccc2)CC1 (stereo not given)	-3	-2	8	0.7	1	-5	1.1	-4	-9
COc1ccccc1N1CCN(C2CCCN(C(=O)c3cccc(-c4ccco4)c3)C2)CC1 (stereo not given)	-1	-3	26	0.7	1	-7	1	-2	0
O=C(CN1CCOCC1)Nc1ccc(Br)cn1	3	-2	-5	-0.7	0.97	2	1	5	-2
COc1ccc(NC2CCCN(C(=O)c3ccc(OC)o3)C2)cc1 (stereo not given)	-1	-1	1	-1.1	1	-4	1.1	-2	-13
O=C(Nc1cc(Cl)ccc1Cl)c1noc2c1CCCC2	8	0	1	4.6	0.92	0	0.92	-1	8
OCCC1CN(Cc2ccon2)CCN1CCc1ccccc1 (stereo not given)	-2	-3	0	0.6	1	0	1.1	6	-10
COc1cccc2c1[C@@H]1CN(CCCCn3c(=O)[nH]c4c(sc5ncc(-c6ccccc6)nc54)c3=O)C[C@@H]1CO2	2	-8	-12	-0.1	0.98	-9	1.1	-2	-14

Seven entries from above, as a markdown table:
| SMILES | mIAP inh | MIN6 prolif | ATG4B inhibitor | MPTP inh | mIAP act | APOBEC3G inh | hIAP activ | APOBEC3A inh | hIAP block |
| --- | --- | --- | --- | --- | --- | --- | --- | --- | --- |
| C=CCSc1nc2c(c(=O)[nH]c(=O)n2C)n1C(C)C | 19 | -3 | -1 | 0.2 | 0.81 | 21 | 0.71 | 0 | 29 |
| CCOC(=O)Cn1nc(-c2ccc(F)cc2)cc(Cc2ccccc2)c1=O | 1 | 0 | -8 | 1.9 | 0.99 | -4 | 0.89 | -1 | 11 |
| CCOC(=O)N1CCN(c2c(NCc3ccccn3)c(=O)c2=O)CC1 | 4 | 0 | 2 | -1.2 | 0.96 | -5 | 0.83 | 0 | 17 |
| COc1ccccc1-c1c(C)nn2c(N3CCC(C)CC3)cc(C)nc12 | 9 | -3 | -2 | 1.4 | 0.91 | -3 | 1.1 | -6 | -10 |
| O=C1c2nccnc2C(=O)N1c1ccc(C(F)(F)F)cc1 | -14 | 1 | -3 | -2.9 | 1.1 | -4 | 1.1 | -5 | -15 |
| Cn1c(=O)c2c(ncn2CC(=O)N2CCCc3ccccc32)n(C)c1=O | -11 | 0 | -3 | -2.0 | 1.1 | -7 | 0.91 | -3 | 9 |
| CCOc1ccc(S(=O)(=O)N2CCC(C(=O)NCCc3ccc(OC)c(OC)c3)CC2)cc1 | -7 | -1 | -6 | -0.7 | 1.1 | -1 | 1.1 | 2 | -7 |

(next part)
SMILES	mIAP inh	MIN6 prolif	ATG4B inhibitor	MPTP inh	mIAP act	APOBEC3G inh	hIAP activ	APOBEC3A inh	hIAP block
C#CCOCCOCCOCCNc1nc(N2CCN(C(=O)[C@H]([C@@H](C)CC)n3cc([C@@H](N)CC(C)C)nn3)CC2)nc(N2CCN(C(=O)[C@H](CCCCN)n3cc([C@@H](N)C(C)CC)nn3)CC2)n1 (stereo not given in full)	-8	-1	-7	76*	1.1	-9	0.91	-3	9
CC1(C)Cc2nc(-c3ccccc3)nc(SCC(=O)N3CCOCC3)c2CO1	-1	0	2	-1.6	1	-3	1.2	-2	-22
O=C(NCc1cccs1)c1noc2c1CCCCC2	1	-2	-1	-1.2	0.99	-2	0.91	5	9
COc1ccc(NC(=O)CS(=O)(=O)c2cn(CC(=O)N(C(C)C)C(C)C)c3ccccc23)c(OC)c1	-1	-3	2	0.4	1	-8	1.4	-2	-40
COc1cccc(C2Nc3ccccc3C(=O)N2O)c1O (stereo not given)	9	3	-8	-0.1	0.91	-6	1	-22	-1
CCOC(=O)C1(Cc2ccccc2C(F)(F)F)CCN(Cc2ccon2)CC1	1	-2	1	1.2	0.99	-5	1	-9	-2
COc1ccc(Nc2c(-c3ccc(OC)cc3)nc3cnccn23)cc1	0	-1	-10	1.6	1	-7	0.89	-1	11
CN(C)S(=O)(=O)c1ccc(Cl)c(C(=O)Nc2nc3ccccc3[nH]2)c1	7	1	3	-1.9	0.93	-4	1.2	-1	-21
Fc1cccc2sc(N3CCCC3)nc12	-8	0	-3	-0.6	1.1	-5	0.97	-2	3
CCn1c(=S)sc2c(=O)n(CC(=O)Nc3ccc(C(C)=O)cc3)c(C)nc21	-5	-3	5	0.6	1	0	0.89	0	11
